Bioassay records as filed in PubChem.
KOR beta-arrestin-1: KOR agonists, beta-arrestin recruitment, primary screen, cell-based, luminescence, uHTS (AID 1777). KOR beta-arrestin recruitment, luminescence; higher % means a stronger effect. one-dose activation, % at 10 µM; EC50 in µM for titrated hits. hit rate 0.02% among 280,000; in the data active = activation above about 50%, passing the limit was not always enough; also: a part of the inactive calls stands beside numbers as strong as those of hits
KOR beta-arrestin-2: KOR antagonists, beta-arrestin recruitment, cell-based, luminescence, uHTS (AID 1778); KOR beta-arrestin recruitment, luminescence, antagonist mode; higher % means a stronger effect; hit rate 0.091% among 290,000; one-dose inhibition, % at 10 µM; IC50 in µM for titrated hits; also: strong numbers were not always called active
M1AAP inhibition: malaria alanyl aminopeptidase activity blockers – biochemical, fluorogenic H-Leu-NHMec substrate, 1536-well (AID 1445). recombinant M1AAP, H-Leu-NHMec fluorogenic kinetic assay; higher % means a stronger effect. inhibition, % at 30 µM; hits with a dose series show IC50 in µM. hit rate 0.42% among 220,000;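 active = primary inhibition above the hit cutoff, then over 50% inhibition at one or more dose response concentrations, cut at about 23% in these data, passing the limit was not always enough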;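 also: plate controls were DMSO full reaction for no effect and no enzyme background for full effect; strong numbers were not always called active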
HEK293 NOD2/NF-kB: NOD2 signaling inhibitors, cell-based, luminescence, uHTS, HEK293 (AID 1566). HEK293 NOD2/NF-kB luciferase reporter, luminescence; higher % means a stronger effect. inhibition, % at 4 µM; hits with a dose series show EC50 in µM. hit rate 0.63% among 290,000; also: many of its hits are not listed in these tables
AID2073: disruptors of CaV2.2 binding to Mint1 – biochemical, HTRF (AID 2073). HTRF protein-protein interaction, Mint1-CaV2.2; higher % means a stronger effect. inhibition, % at 20 µM, or IC50 in µM where a hit was titrated. hit rate 0.19% among 290,000; in the data active = inhibition mostly above about 51%, no sharp cut-off; also: some results filed as inactive read as strong as hits
GPR55 beta-arrestin: GPR55 agonists via beta-arrestin recruitment, primary screen, imaging, U2OS cells, beta-arrestin-GFP redistribution (AID 1961); hit rate 0.048% among 290,000; U2OS GPR55 beta-arrestin-GFP redistribution imaging; higher % means a stronger effect; one-dose activation, % at 10 µM; EC50 in µM for titrated hits;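 active = activation above 40% with more than 50 cells counted in the well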;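 also: U2OS osteosarcoma cells stably expressing GPR55 and beta-arrestin-GFP; plate controls were DMSO negative control for no effect and LPI positive control for full effect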
P. falciparum M17LAP: P. falciparum M17LAP inhibitors, primary screen, biochemical, fluorogenic H-Leu-NHMec substrate, 1536-well (AID 1619). inhibition, % at 30 µM, or IC50 in µM where a hit was titrated. hit rate 0.38% among 220,000. recombinant M17LAP, H-Leu-NHMec fluorogenic kinetic assay; higher % means a stronger effect;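 active = compound inhibiting the enzyme by more than half at any dose during confirmatory dose-response retesting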;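 also: plate controls were full reaction with DMSO carrier for no effect and no enzyme background for full effect; strong numbers were not always called active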
NOD1 NF-kB reporter: NOD1 signaling inhibitors, primary screen, cell-based, luminescence, uHTS (AID 1578); hit rate 1% among 290,000; inhibition, % at 4 µM, or EC50 in µM where a hit was titrated; NOD1-driven NF-kB luciferase reporter cells, luminescence; higher % means a stronger effect; in the data active = inhibition mostly above about 36%, no sharp cut-off; inactive = mostly below about 34%;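 also: HEK-293T reporter cells stimulated with the NOD1 agonist gamma-tri-DAP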
Dynein cargo inh: blocks dynein driven cargo transport along microtubules; 3617.4 mouse cells, GR-EGFP nuclear translocation imaging; test concentration mostly 20 µM; stimulated with dexamethasone, 1 µM; stronger effect = lower value; z-score, hits read low; hit rate 0.47% among 220,000; AID 1381;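 active = plate z-score of nuclear minus cytoplasmic receptor signal below a set negative limit, without overly bright fluorescence or cell loss, cut at about -3.5 in these data, passing the limit was not always enough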;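 also: z-score of nuclear minus cytoplasmic ring GR-EGFP intensity difference per well; some compounds called inactive have numbers as strong as hits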
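Schedule: 48 h induction, then 1 h compound, then 30 min agonist, 37 °C. Buffer or medium: tetracycline-free induction medium containing charcoal-stripped FBS. Reagent: 1.0 µM final dexamethasone stimulus. Evaluation: nuclear versus cytoplasmic GR-EGFP signal, averaged per well. Signal: high-content fluorescence imaging after fixation.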
Dynein cargo inh cytoplasmic EGFP: recorded beside Dynein cargo inh, whose call it bears; z-score; measured here: cytoplasmic GR-EGFP intensity; stronger effect = higher value
Dynein cargo inh nuclear GR-EGFP: second read-out of Dynein cargo inh, no call of its own (marks repeat the call); z-score; measured here: nuclear GR-EGFP intensity;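 lower value marks the stronger effect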
Dynein cargo inh cell count: second read-out of Dynein cargo inh, no call of its own (marks repeat the call); z-score; measured here: cell count per field
An asterisk follows results filed as active; · = not tested or not shown; [ ] = another dose, or the depositor's remark. Rule as the data show it, unless noted: active = inhibition above about 50%; inactive = the rest. This is a subset; rates above refer to the full screens.

Order of results – Dynein cargo inh, HEK293 NOD2/NF-kB, NOD1 NF-kB reporter, P. falciparum M17LAP, AID2073, Dynein cargo inh cell count, KOR beta-arrestin-2, M1AAP inhibition, GPR55 beta-arrestin, Dynein cargo inh nuclear GR-EGFP, KOR beta-arrestin-1, Dynein cargo inh cytoplasmic EGFP
> CCCc1cc(=O)[nH]c(SCC(=O)c2cc(C)n(CCOC)c2C)n1
→ -0.35, 14%, -9%, 6%, -15%, 0.15, 19%, 2%, 0.2%, -0.00066, 24%, -0.21
> CC1CCN(C(=O)CSc2nnc(CNC(=O)c3ccc(S(=O)(=O)N(C)C)cc3)o2)CC1
→ ·, 11%, -34%, ·, -1%, ·, -10%, ·, 0.0%, ·, 1.4%, ·
> Cc1ccc(C(=O)N/C(=C\c2ccc(Cl)cc2)C(=O)NCCN2CCOCC2)cc1
→ ·, -7%, -8%, ·, 15%, ·, -3%, ·, -0.3%, ·, -2.4%, ·
> O=C(N/N=C\c1ccc(CNS(=O)(=O)c2ccc(Cl)cc2)o1)C(=O)Nc1ccc(Oc2ccccc2)cc1
→ -0.33, 13%, -36%, -4%, 14%, 0.21, -4%, 0%, 0.0%, -0.18, 12%, -0.095
> CCC1=C(OC(=O)N(CC)CC)N2C(=O)OC(=NCC3CC3)[C@]2(C)[C@H]2C1=CC[C@H]1C(=O)N(CC)C(=O)[C@H]12
→ -0.0042, -8%, -13%, -5%, 18%, -0.49, -14%, 1%, -0.1%, 0.065, 4.0%, -0.64
> Cn1c(-c2ccccc2)cnc1NCc1ccc(F)cc1
→ ·, -7%, 48%, ·, 1%, ·, -99%[20 µM], ·, -0.1%, ·, 4.8%, ·
> N#C/C(=C(/O)c1ccc(C(=O)c2ccccc2)cc1)c1nc2ccccc2[nH]1
→ 0.75, 16%, -3%, -5%, 27%, -0.63, 30%, 2%, -0.2%, 0.3, -0.3%, -0.19
> COc1ccc(CCNC(=O)CN(C)S(=O)(=O)c2ccc(OC)cc2)cc1
→ ·, 13%, -11%, ·, 11%, ·, 10%[20 µM], ·, 1.2%, ·, -4.9%, ·
> CCOc1ccc(NC(=O)C/C(C)=N/NC(=O)Cc2ccc(Cl)cc2)cc1
→ ·, 12%, -7%, ·, 5%, ·, 10%, ·, -0.2%, ·, -1.2%, ·
> CN(C)CCOC(=O)C1(c2ccccc2)CCCC1
→ 0.13, 15%, -6%, -10%, -6%, 1.7, 10%, 7%, 0.3%, 0.062, -4.1%, -0.24
> Cc1cc(=O)oc2cc(OCC(O)Cn3ccnc3)ccc12 (stereo not drawn)
→ ·, 13%, 1%, ·, 18%, ·, -33%[20 µM], ·, -0.2%, ·, ·, ·
> COc1ccc(C(CNC(=O)c2cccc(N(C)C)c2)N2CCCC2)cc1 (stereo not drawn)
→ -0.88, 14%, -9%, -3%, 20%, 0.53, 18%, 12%, 0.7%, -0.47, 1.8%, -0.19
> Cc1ccc(NCC(=O)c2ccc(C)cc2)cc1
→ ·, -41%, -6%, ·, -3%, ·, -48%, ·, -0.3%, ·, -0.2%, ·
> CCc1c(C#N)c(SCCC(=O)Nc2ccc(C)cc2)nc2c1C(=O)CC(C)(C)C2
→ -0.45, -1%, -2%, -2%, -3%, 0.66, -4%, -6%, 0.3%, 0.026, 0.0%, -0.13
> Cn1c(=O)c2c(O)c([N+](=O)[O-])c(=O)n(C)c2n(C)c1=O
→ 0.39, 9%, -8%, 2%, 8%, -0.44, 20%, 6%, 1.9%, 0.51, -1.2%, -0.24
> COc1cc(C2C(C(=O)c3ccco3)=C(O)C(=O)N2c2cc(C)on2)ccc1OCc1ccccc1 (stereo not drawn)
→ ·, -15%, -24%, ·, 3%, ·, -10%, ·, 0.2%, ·, -5.0%, ·
> Cc1nnc(SCC(=O)N2CCCCCC2)n(N)c1=O
→ -1.1, 8%, 4%, 9%, -2%, -0.13, 13%, 8%, 0.5%, -0.52, 1.4%, -0.19
> COc1ccc(C(CNC(=O)COc2ccc(-c3ccccc3)cc2)N2CCOCC2)cc1 (stereo not drawn)
→ 1.5, -26%, -9%, -1%, 12%, -1.5, ·, -3%, -0.1%, 0.63, 3.1%, -0.23
> COCCNc1oc(-c2ccccc2Cl)nc1C#N
→ -0.29, 0%, -8%, 7%, 0%, 0.33, -27%, 10%, -0.1%, -0.15, -6.1%, -0.24
> CCOC(=O)CNC(=O)Cn1cnc2c(nnn2-c2cccc(OC)c2)c1=O
→ ·, -12%, -13%, ·, 21%, ·, -20%, ·, 0.6%, ·, 2.1%, ·
> Cc1ccc(S(=O)(=O)N(C)CC(=O)N/N=C/c2ccc(C)o2)cc1
→ -0.48, 5%, 11%, 5%, -3%, 0.6, 8%, 6%, -0.1%, -0.12, 6.9%, -0.27
> COc1cccc(CNC(=S)Nc2cc(C)ccc2C)c1
→ -0.036, 15%, -21%, 3%, -15%, 0.048, 0%, 1%, -0.2%, 0.61, 0.7%, -0.34
> CC(=O)Nc1ccc(-c2csc(Nc3cc(C)ccn3)n2)cc1
→ 1.3, -18%, 12%, -4%, -9%, -0.53, 8%, 10%, 0.1%, 0.71, -5.4%, -0.27
> CCOC(=O)c1sc2nc(CC(=O)OC)nc(NCCN3CCOCC3)c2c1C
→ -0.84, 9%, -6%, 12%, 4%, 0.76, 21%, 5%, -0.1%, -0.045, -2.4%, -0.22
> COC(=O)c1cc(Br)c(=O)n(-c2ccc(OC)cc2)c1
→ 1.4, 11%, -15%, 5%, 9%, 0.95, 27%, 6%, 0.4%, 1.1, -3.2%, -0.19
> O=C(NCC1CCCO1)c1ccc(COc2ccc(F)cc2)o1 (stereo not drawn)
→ 0.76, 2%, -14%, -1%, -4%, 0.15, -31%, 0%, 0.0%, 0.66, -0.4%, -0.24
> CCCC(=O)Nc1ccc(C(=O)NCc2ccccc2Cl)cc1
→ ·, 13%, -33%, 7%, -1%, ·, 4%, -3%, 0.0%, ·, 0.8%, ·
> O=C(NCCc1ccccc1)C1CCC(CNS(=O)(=O)c2cccc3cccnc23)CC1 (stereo not drawn)
→ 0.034, 4%, -11%, 3%, 11%, 0.48, -1%, 1%, -0.1%, 0.57, -1.3%, -0.23
> O=C(CCc1nnc(CCCc2ccccc2)o1)N1CCCCCC1
→ -1, -55%, -62%, -2%, 0%, 1.3, -33%, 2%, 0.3%, -0.67, -1.8%, -0.32
> O=C(c1ccc(-c2ccccc2)c(F)c1)C1CCCN(C(=O)c2cncs2)C1 (stereo not drawn)
→ 0.15, -4%, -16%, -4%, -6%, 0.16, -6%, 0%, 0.2%, -0.13, -2.4%, -0.27
> COCCNC(=O)CN(C)S(=O)(=O)c1ccc2c(c1)OCCO2
→ -0.76, -4%, 23%, 5%, 6%, 0.66, 14%, -1%, -0.2%, -0.12, 20%, -0.22
> O=C1/C(=C/c2ccccc2[N+](=O)[O-])COc2ccccc21
→ -5.7*, 21%, 47%*, 0%, 0%, 1.3*, -1%, 6%, -0.2%, -2.3*, -0.7%, 2.4*
> CCCCOC(=O)c1ccc(NC(=O)C(=O)CC(=O)c2ccc(OC)cc2)cc1
→ ·, 22%, 3%, ·, 14%, ·, 8%, ·, 0.0%, ·, -2.0%, ·
> CCOC(=O)C(NC(=O)Nc1ccc(F)cc1F)(Oc1ccc(F)cc1)C(F)(F)F (stereo not drawn)
→ 1.2, 20%, -9%, 13%, 6%, -0.42, -15%, -1%, 0.3%, 0.72, 3.2%, -0.22
> CCCCC[C@H](O)/C=C/C1=C(CCCCCCC(=O)O)C(=O)CC1
→ -0.48, 1%, -34%, 54%, 4%, 0.5, -19%, 4%, 0.2%, 0.35, -2.6%, 0.37
> COC(=O)c1cc(OC)c(OC)cc1NC(=O)CCNC(=O)c1ccco1
→ ·, 2%, -25%, ·, 13%, ·, -9%, ·, -0.1%, ·, -1.2%, ·
> COc1ccccc1NC(=O)CSc1ncnc2c1oc1ccccc12
→ -0.36, 13%, -17%, 7%, 8%, 0.48, -16%, 7%, -0.2%, -0.077, 51%, -0.22
> NNC(=O)c1ccc2nc(-c3ccc(Br)cc3)cn2c1
→ 0.53, -76%, -58%, 12%, 7%, -0.63, -2%, 17%, 0.1%, 0.29, -4.7%, -0.28
> CCOc1ccc(N2C(=O)CC(SC(=NC)Nc3ccc4c(c3)OCO4)C2=O)cc1 (stereo not drawn)
→ 1.7, -15%, -11%, -17%, -7%, -0.42, 16%, 4%, -0.1%, 1.5, -0.4%, -0.22
> CC1C(=O)Nc2ccc(S(=O)(=O)N3CCN(c4ccccc4F)CC3)cc2NC1=O (stereo not drawn)
→ ·, 20%, -1%, ·, 2%, ·, 3%[20 µM], ·, -0.1%, ·, -1.2%, ·
> O=C(Nc1nc2ccccc2n1CCN1CCOCC1)c1ccccc1
→ ·, -7%, -15%, ·, -4%, ·, ·, ·, 0.3%, ·, ·, ·
> O=C(NCCc1cscn1)C1CCC(=O)N(Cc2ccc(Cl)cc2)C1 (stereo not drawn)
→ ·, 13%, 24%, ·, 5%, ·, -15%, ·, 0.0%, ·, 0.0%, ·
> C=CCN1c2ccccc2[C@]23C[C@@H](C(=O)OC)N(C(=O)c4cccs4)C2=NC(C(=O)OC)=C(C(=O)OC)[C@H]13
→ -0.69, 7%, -8%, 1%, 8%, -0.041, 4%, 16%, -0.1%, -0.27, 3.5%, -0.75
> O=C(Nc1ccc(SC(F)F)cc1)c1ccc(F)cc1
→ 0.72, -73%, -49%, -3%, 8%, -1.1, 10%, -2%, 0.0%, 1.2, -2.8%, 0.26
> CCOc1c(/C=C(\C#N)C(N)=O)c2ccccc2n1CC
→ -0.82, -8%, 27%, 14%, 7%, 0.77, -6%, -9%, 0.1%, -0.68, 8.0%, -0.26
